Screening data: PubChem BioAssay, several laboratories
STK33 inh: inhibitors of human STK33 kinase; hit rate 0.073% among 320,000; Q9BYT3; inhibition, % at 10 µM; purified STK33, MBP phosphorylation, ADP-Glo luminescence;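 active means inhibition at or above 25%, using the most active replicate where run in duplicate; inactive means inhibition below 25%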
Target sequence (Q9BYT3 whole entry, looked up): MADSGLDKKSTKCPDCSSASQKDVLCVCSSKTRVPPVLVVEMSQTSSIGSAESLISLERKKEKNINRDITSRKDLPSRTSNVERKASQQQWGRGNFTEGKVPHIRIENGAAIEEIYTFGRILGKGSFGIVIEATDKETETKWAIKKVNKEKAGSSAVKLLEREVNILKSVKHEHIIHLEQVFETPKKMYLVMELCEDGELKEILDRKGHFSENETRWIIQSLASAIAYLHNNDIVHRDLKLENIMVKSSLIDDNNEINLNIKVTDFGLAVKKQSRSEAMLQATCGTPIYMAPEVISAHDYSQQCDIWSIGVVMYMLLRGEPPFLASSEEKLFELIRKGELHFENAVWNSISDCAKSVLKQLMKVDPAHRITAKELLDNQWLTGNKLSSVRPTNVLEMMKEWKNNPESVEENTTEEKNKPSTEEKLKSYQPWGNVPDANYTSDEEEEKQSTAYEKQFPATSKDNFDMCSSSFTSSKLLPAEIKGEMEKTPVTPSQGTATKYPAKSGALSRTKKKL
Kir21 inh: blocks the mouse Kir2.1 inward-rectifier potassium channel; P35561; HEK293-Kir2.1, FluxOR thallium flux fluorescence; active compounds read low; B-score at 10 µM; hit rate 0.85% among 310,000;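 active means fluorescence ratio B-score at or below minus 3 SD of library scores, with starting-brightness B-score within 2 SD, cut at about -4.2 in these data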;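 further: channel flux triggered by added potassium and thallium sulfate stimulus; B-score of peak minus minimum fluorescence over baseline after thallium stimulus; more negative B-score means stronger Kir2.1 block with less thallium influx; some compounds called inactive have numbers as strong as hits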
Target sequence (P35561 whole entry, looked up): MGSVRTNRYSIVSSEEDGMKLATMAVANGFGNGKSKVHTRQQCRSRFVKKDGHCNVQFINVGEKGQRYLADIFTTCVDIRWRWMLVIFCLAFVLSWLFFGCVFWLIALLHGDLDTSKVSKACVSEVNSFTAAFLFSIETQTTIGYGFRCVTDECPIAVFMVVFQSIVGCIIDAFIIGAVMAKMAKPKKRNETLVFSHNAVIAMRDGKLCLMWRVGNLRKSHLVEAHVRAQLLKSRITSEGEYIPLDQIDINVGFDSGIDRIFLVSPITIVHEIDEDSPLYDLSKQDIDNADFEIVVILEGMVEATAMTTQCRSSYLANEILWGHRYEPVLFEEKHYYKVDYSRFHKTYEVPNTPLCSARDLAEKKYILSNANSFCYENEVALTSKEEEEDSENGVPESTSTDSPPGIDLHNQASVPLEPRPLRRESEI
* = called active by the depositor; . = not tested or not shown. Random draw from the library, and some 0.84% of all compounds hit somewhere here.

Order of values – STK33 inh	Kir21 inh
CC1=C(C(=O)Nc2ccccc2)C(c2cccnc2)n2nc(-c3cccnc3)nc2N1 (stereo not drawn)
→ -1.0	1.2
COc1cc2c(cc1OC)C(c1ccccc1N)=NCC2
→ -0.3	0.84
Oc1[nH]c2ccccc2c1C1=NCCCC1
→ 2.0	-0.2
O=C(Nc1ccccc1)c1cccc(S(=O)(=O)N2CCCCC2)c1
→ -2.3	0.74
CC(=O)/C(C[N+]1(C)CCCCC1)=N\O
→ -2.6	-4.1
Cc1ccc(S(=O)(=O)NNC(=O)c2ccccc2-n2cccc2)cc1
→ -0.7	-1.1
COc1cccc(CNC(=O)c2cc(C3CC3)nc3c2cnn3C(C)C)c1
→ -1.6	.
COc1ccc(/C=N/N2CCN(C)CC2)c(OC)c1OC
→ -1.6	0
CCCCOc1ccc(C(=O)N/C(=C\c2cccc([N+](=O)[O-])c2)C(=O)OCCC)cc1
→ 0.1	-0.7
COc1cc(/C=N/NC(=O)c2ccc(CSc3nncn3C)cc2)ccc1OCC(=O)N1CC(C)OC(C)C1 (stereo not drawn)
→ -1.2	1.5
CN(C)/C(=N\S(=O)(=O)c1ccc(F)cc1)c1ccccc1
→ -1.0	1.1
CCCN1CCC(N(CCc2ccccc2)Cc2ccccc2)CC1
→ -0.7	-3.1
CNC[C@H](CC1CCCCC1)NC[C@H](CO)NCCc1cccc(C(F)(F)F)c1
→ 0.5	-3.2
CC(=O)N1CCC(CCCC2CCN(C(C)=O)CC2)CC1
→ -0.7	-0.17
O=C1NCCO1
→ -1.3	.
CCOC(=O)c1c(C)[nH]c(C(=O)OCC(=O)N2CCN(S(=O)(=O)c3ccccc3)CC2)c1C
→ 0.3	1.7
COCCCn1c(C)nnc1SCC(=O)NNC(=O)COc1ccc(Cl)cc1
→ -1.1	2.2
CC(c1ccccc1)n1c(S(=O)(=O)O)nc2ccccc21 (stereo not drawn)
→ -0.8	2.6
O=C(COc1ccc(S(=O)(=O)NC2CCCCC2)cc1)NC1CC1
→ 0.1	-0.98
CC(=O)Nc1ccc(NC(=O)CN2C(=O)COc3ccc(S(=O)(=O)N4CCOCC4)cc32)cc1
→ 0.2	0
Cc1cc(C(=O)N/N=C/c2ccc3c(c2)OCO3)c2ccccc2n1
→ -1.2	-1.6
Clc1ccccc1-c1nc(-c2cccnc2)no1
→ 0.5	-0.09
CC1=C(C(=O)Nc2ccc(C)cc2C)C(c2ccc(Cl)cc2)n2nc(C(=O)OC(C)C)nc2N1 (stereo not drawn)
→ -0.3	0
CSc1nsc(SCC(=O)Nc2nc3ccc(C)cc3s2)n1
→ -1.2	-0.69
CCn1cc(C(=O)O)c(=O)c2cc(F)c(N3CCN(C(=S)NC(=O)c4ccccc4F)CC3)cc21
→ -2.4	-1.2
Cc1nc(/N=C(\N)NC(=O)N2c3ccccc3Sc3ccccc32)nc2ccccc12
→ -2.9	-0.24
CC(=O)c1ccc(NC(=O)CC2Nc3cccc4cccc(c34)NC2=O)cc1 (stereo not drawn)
→ -0.5	-0.91
CCCOc1ccc(-c2nc(C#N)c(NCCCn3ccnc3)o2)cc1
→ -0.5	0.31
COc1ccc(CCNC(=O)CCc2ccccc2)cc1OC
→ -0.8	-0.45
CCCCn1nc(C(=O)NCC2COc3ccccc3O2)c2ccccc2c1=O (stereo not drawn)
→ -1.8	.

One compound at a time, as listed above. Screens in order: STK33 inh, Kir21 inh
CC(=O)Nc1ccc(NC(=O)CN2C(=O)COc3ccc(S(=O)(=O)N4CCOCC4)cc32)cc1 is entered as 0.2, 0
CC(c1ccccc1)n1c(S(=O)(=O)O)nc2ccccc21 (stereo not drawn) is entered as -0.8, 2.6
CC1=C(C(=O)Nc2ccccc2)C(c2cccnc2)n2nc(-c3cccnc3)nc2N1 (stereo not drawn) is entered as -1.0, 1.2
COCCCn1c(C)nnc1SCC(=O)NNC(=O)COc1ccc(Cl)cc1 is entered as -1.1, 2.2
COc1ccc(CCNC(=O)CCc2ccccc2)cc1OC is entered as -0.8, -0.45

The listing continues.
Order of values – STK33 inh	Kir21 inh
CSc1c(CC(=O)Nc2ccccc2)n(C)c2ccccc12
→ 0.3	0
S=C(NCCc1ccccc1)Nc1cnc2ccccc2c1
→ 0.3	-0.01
CC(C)(C)OC(=O)N1CCN(c2ccc(CNC(=O)c3ccc(Cl)cc3)cc2)CC1
→ 0.6	0.84
O=C(c1ccc2c(c1)OCO2)N1CCOCC1
→ -1.3	-1
CC(=O)Nc1ccc2nc(-c3cccnc3)[nH]c2c1
→ 1.8	-0.3
COc1ccc(/C=C2\CC/C(=C\c3ccc(OC)cc3OC)C2=O)c(OC)c1
→ -2.1	-0.59
CCc1ccccc1NCC(=O)Nc1ccccc1C(=O)OC
→ -0.1	-2.7
O=C(Nc1ccc(F)c(F)c1)c1ccccc1-c1ccccc1
→ -1.9	0.09
c1ccc(C2(CN3CCNC[C@@H]3CC3CCCCC3)CC2)cc1
→ 0.4	.
CCc1ccccc1Nc1nc(N)nc(COC(=O)CCNS(=O)(=O)c2ccccc2)n1
→ -0.1	-0.03
O=C(O)CCc1ccc(-c2cccs2)n1NC(=O)c1cccs1
→ -1.1	1.4
O=[N+]([O-])c1ccc(N2CCN(c3ccccc3F)CC2)nc1
→ -0.9	0.69
CN1CCN(CCCNC(=O)Cn2ncc3c4ccccc4n(C)c3c2=O)CC1
→ -1.2	-1.2
Cc1ncn(-c2ccc(C(=O)Oc3ccccc3)cn2)n1
→ 0.0	-0.4
COc1ccc(CCC(=O)Nc2nc3c(s2)CN(C)CC3)cc1OC
→ 1.2	1
CCc1ccc(C(=O)C(C)OC(=O)CNS(=O)(=O)c2ccc(C)cc2)cc1 (stereo not drawn)
→ -0.9	-2.2
O=C1c2ccccc2S(=O)(=O)N1Cc1ccccc1[N+](=O)[O-]
→ -0.1	0.79
Cc1ccc(-n2c(SCC(=O)NCc3ccco3)nc3c(sc4ccccc43)c2=O)cc1
→ -0.3	1.2
COc1ccc(S(=O)(=O)N2CCN(Cc3ccc(OC)c(OC)c3)CC2)cc1
→ -1.3	-0.68
O=C1NCCCC1C(=O)N/N=C/c1ccc(Cl)cc1 (stereo not drawn)
→ -0.3	-1.1
CN1CCN(C(=O)c2ccccc2-c2nc(-c3ccccc3)no2)CC1
→ -0.3	-0.17
CCC(C)(C)NC(=O)C(c1ccccc1F)N(Cc1ccco1)C(=O)Cn1nnc2ccccc21 (stereo not drawn)
→ 4.4	0.17
Cc1ccc(C(C2=C(O)CC(C)(C)CC2=O)C2C(=O)CC(C)(C)CC2=O)o1 (stereo not drawn)
→ -0.4	-1.8
CC(=O)c1cccc(OCc2cc(C(=O)N(C)CCc3cnn(C)c3)no2)c1
→ -1.3	-1
CCOC(=O)c1ccc(NC(=O)CSc2nc(C)nc3c2c(=O)n(C)c(=O)n3C)cc1
→ -0.2	-0.65
COC(=O)c1ccc(NC(=S)NCCCN2CCCC2=O)cc1
→ -0.3	-0.38
Cc1ccccc1OCC(=O)N1N=C(c2cccnc2)CC1(O)C(F)(F)F (stereo not drawn)
→ -1.6	1.6
N/C(=N\N=C\c1ccco1)SC1CC(=O)N(c2ccc(C(=O)O)cc2)C1=O (stereo not drawn)
→ -2.5	-1.5
Cn1c(-c2cccc(OCc3ccccc3)c2)nc2c1c(=O)[nH]c(=O)n2Cc1ccccc1
→ 0.5	.
CCOC(=O)N1CCN(C(=O)CSc2nnc(-c3c[nH]c4ccccc34)n2CCOC)CC1
→ -0.4	-0.1

(listing goes on)
structure	STK33 inh	Kir21 inh
O=C(NC1CCCC1)c1ccc2c(c1)N(Cc1ccccc1)CCS2	0.0	-0.19
Clc1ccc(-c2nnc(-c3ccc(Br)o3)o2)c(Cl)c1	-1.0	-0.02
O=C(CSc1nnnn1C1CCCC1)N1CCCCC1	.	-0.11
COCCN(C(=O)c1ccc(N2CCCC2=O)cc1)c1c(N)n(CC(C)C)c(=O)[nH]c1=O	-1.3	.
Cc1cccc(CS(=O)(=O)Cc2ccc(C(=O)NC3CCCC3)o2)c1	1.2	0.48
COc1ccccc1CCNC(=O)c1ccc2nc[nH]c2c1	-1.2	0.16
NC(=O)C1CCCN(Cc2ccc(Cl)cc2)C1 (stereo not drawn)	-2.6	-0.38
COc1cccc(C(C(=O)NCC2CCCO2)N(C(=O)Cn2nnc3ccccc32)c2ccc(NC(C)=O)cc2)c1OC (stereo not drawn)	0.1	0.73
CCOCCn1cnc2sc(C(=O)NCCCN3CCOCC3)c(C)c2c1=O	-0.7	-1.1
CC(C)(C)OC(=O)NCC(=O)Oc1cc2oc(=O)cc(-c3ccccc3)c2cc1Cl	-0.2	-1.2
CC1(CCC(=O)N2CCCC(Nc3ccc(F)cc3)C2)CC1 (stereo not drawn)	-0.5	-6.1*
C/C(CC(=O)Nc1ccc(N(C)C)cc1)=N\NC(=O)c1ccc(Cl)cc1Cl	-12	0.02
CCC(C)n1c(SCC(=O)/C(C#N)=C(\C)N)nc2ccccc2c1=O (stereo not drawn)	2.7	-3
Cc1ccc(S(=O)(=O)N2C(=O)C(c3ccccc3)SC2=Nc2ccccc2)cc1 (stereo not drawn)	-0.6	-0.68
NC(=S)NNc1cccc(Cl)c1	-1.3	0.72
COc1ccc(C(=O)/C=C/NCc2ccc(C)cc2)cc1	-0.5	1
CCn1c(SCC(=O)Nc2ccccc2-c2ccccc2)nnc1-c1ccoc1C	-2.1	-3.4
Cc1ccc(/C=N/NC(=S)NC2CCCCC2)o1	-0.9	0.7
COc1ccc(N2CCN(Cc3nc4ccsc4c(=O)[nH]3)CC2)cc1	0.9	.
COCCn1c(N)c(N(Cc2ccccc2)C(=O)CSCC(=O)Nc2ccc(OC)cc2)c(=O)[nH]c1=O	-3.7	0.45
COc1ccc(CCNC(=O)COc2ncnc3ccccc23)cc1OC	-1.3	-1.5
C=CCN1C(=O)/C(=C\C=C2\N(C)c3ccccc3C2(C)C)SC1=S	1.8	-3.1
CCCC1(CCC)NC(=O)N(CC(=O)Nc2ccccc2OC)C1=O	-0.1	-0.02
CCC1=Nc2cc(C(=O)NCCCOC(C)C)ccc2Sc2ccccc21	-0.1	0
O=c1c(OC2OC(CO)C(O)C(O)C2O)c(-c2ccc(O)c(O)c2)oc2cc(O)cc(O)c12 (stereo not drawn)	4.4	0.01
CS(=O)(=O)c1ccccc1-c1nc(-c2ccc([N+](=O)[O-])cc2)no1	-2.1	0.07
C[C@@]12C(=O)N(c3cccc(F)c3)C(=O)N1[C@H](c1ccc(Cl)cc1)[C@@H]1C(=O)N(C3CCCCC3)C(=O)[C@@H]12	-0.6	-0.39
Cc1ccc(-c2csc(NC(=O)c3c(C)noc3C)n2)s1	-0.6	.
O=C(CCN1C(=O)S/C(=C\c2ccccc2)C1=O)Nc1ccc(S(=O)(=O)Nc2nccs2)cc1	0.8	-2.2
COc1ccc(O)c(C2(O)C(=O)c3ccccc3C2=O)c1	-0.4	0.26

As a short view, some entries already given.
structure	STK33 inh	Kir21 inh
O=C(CCN1C(=O)S/C(=C\c2ccccc2)C1=O)Nc1ccc(S(=O)(=O)Nc2nccs2)cc1	0.8	-2.2
COc1ccc(O)c(C2(O)C(=O)c3ccccc3C2=O)c1	-0.4	0.26

New compounds follow:
structure	STK33 inh	Kir21 inh
O=C(NCCN1CCOCC1)c1noc2c1CCc1ccccc1-2	0.8	-0.88
CCCc1cc(=O)oc2cc(C)cc(OCC(=O)N[C@@H](CSCc3ccccc3)C(=O)O)c12	2.9	-0.61
C[C@@]12C(=O)Nc3cc(F)c(F)cc3C(=O)N1[C@H]1c3cc(Cl)ccc3OC[C@@H]1[C@@H]2c1ccccc1	0.4	.
COC(=O)c1cnc(Nc2cccc(C(F)(F)F)c2)c([N+](=O)[O-])c1	0.0	0.12
COc1cc(C)c(C(=O)CSc2nnc(CNC(=O)c3ccco3)n2C)cc1C	-2.0	-0.05
O=C(N/N=C/c1c(O)ccc2ccccc12)c1ccc(CO)nc1	3.7	-0.39
COC(=O)N1C(=O)[C@@](c2ccccc2)(C(C)C)N1C(=O)OC	-0.4	0.04
O=c1[nH]c(-c2ccccc2)cnc1-c1ccccc1	-1.4	0.03
O=C(CCS(=O)(=O)c1ccccc1)Nc1ccc(S(=O)(=O)Nc2nccs2)cc1	-1.4	.
COc1ccc(/C=N/NC(=O)c2[nH]nc3c2CCc2ccccc2-3)cc1OC	-0.8	1.2
CCOc1ccc(C(=O)NCCCN2CCOCC2)cc1OCC	2.4	0.54
Cc1ccc(C)c(NC(=O)CSc2nnc(CSc3nc(C)cc(C)n3)n2Cc2ccco2)c1	1.1	-1.2
Cc1ccc(S(=O)(=O)NNC(=O)c2ccc(NC(=O)C3CC3)cc2)cc1	-0.5	0.63
COc1cc(OC)c(S(=O)(=O)N2CCOCC2)cc1S(=O)(=O)N1CCOCC1	-0.7	-0.16
CCC(C)c1ccccc1N1CC(C(=O)Nc2ccccc2N2CCCC2)CC1=O (stereo not drawn)	-2.4	-1.3
COc1cccc2oc3ccc(C#CC4(N)CCCCC4)cc3c(=O)c12	0.8	-1.8
Cc1oc2nc(SCC(=O)Nc3ccc(S(N)(=O)=O)cc3)nc(NC(=O)c3ccccc3)c2c1C	0.8	0.71
COC(=O)CN1C(=O)CC(C)(C)S(=O)c2ccccc21 (stereo not drawn)	-1.1	2.5
Cc1ccc(C2=N/C(=C\c3c(C)nn(-c4ccccc4)c3N3CCCC3)C(=O)O2)cc1	-1.4	0.96
O=C(NCCCn1ccnc1)c1ccc(NS(=O)(=O)c2ccc(Cl)c(Cl)c2)cc1	-0.9	-1.7
COc1ccc(CC(=O)NCc2n[nH]c(=S)n2-c2cccc(C)c2)cc1	0.3	-0.7
O=C(COC(=O)c1cc[n+]([O-])cc1)Nc1ccc(Cl)cc1Cl	-0.8	.
